Screening data as filed in PubChem BioAssay.
PPARg SRC-2 ag = agonists of SRC-2 recruitment by human PPARgamma | activation, % at 8 µM | P37231 | hit rate 0.34% among 200,000 | PPARgamma LBD-SRC-2 recruitment, biochemical | AID 1032; in the data active = activation above about 22%;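 note: 0% = vehicle and 100% = reference agonist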
Target sequence (P37231 whole entry, looked up, the tested form may be a part): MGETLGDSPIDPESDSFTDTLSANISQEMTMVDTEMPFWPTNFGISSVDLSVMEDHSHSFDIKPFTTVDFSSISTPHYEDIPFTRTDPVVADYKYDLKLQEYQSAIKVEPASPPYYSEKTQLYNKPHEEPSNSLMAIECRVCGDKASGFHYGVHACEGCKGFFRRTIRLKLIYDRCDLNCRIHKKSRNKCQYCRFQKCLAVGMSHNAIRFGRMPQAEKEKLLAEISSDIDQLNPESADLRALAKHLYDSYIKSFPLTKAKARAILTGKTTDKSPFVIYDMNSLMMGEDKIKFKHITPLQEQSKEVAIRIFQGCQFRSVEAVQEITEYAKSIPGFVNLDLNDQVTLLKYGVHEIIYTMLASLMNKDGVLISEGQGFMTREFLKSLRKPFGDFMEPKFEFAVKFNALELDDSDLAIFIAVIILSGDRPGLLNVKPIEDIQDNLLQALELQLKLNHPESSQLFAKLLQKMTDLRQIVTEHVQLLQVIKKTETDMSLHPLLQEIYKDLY
bIAP inhibitor = intestinal alkaline phosphatase (bovine) inhibition | purified bovine IAP, CDP-star luminescence, 30 min | inhibition, % at 20 µM | 190,000 tested, under 10 active;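 active = over 50% inhibition of intestinal alkaline phosphatase at 20 µM in the single-dose screen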
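System: Purified bovine intestinal alkaline phosphatase (IAP) enzyme | Input: IAP diluted 1/65,000,000 in the well | Also added: CDP-star chemiluminescent phosphatase substrate, 30 µM final | Dosing: 20 µM single dose | Times: Enzyme reaction for 30 min at room temperature | Detection: Luminescence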
PPARg SRC-1 ag = agonists of human PPARgamma SRC-1 coactivator recruitment; P37231; PPARgamma-SRC-1 coactivator recruitment biochemical assay; activation, % at 8 µM; hit rate 0.41% among 200,000; AID 631; in the data active = activation above about 19%;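 note: 0% = DMSO and 100% = reference agonist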
STAT1 blocker = reduces IFN-gamma driven STAT1 reporter signal; inhibition, % at 5.5 µM; hit rate 0.35% among 200,000; NIH 3T3 STAT1-luciferase reporter, luminescence; AID 920;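 active = inhibition above a set limit, the mean inhibition across all tested compounds plus 3 SD, cut at about 34% in these data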;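 note: 0% = IFN-gamma with DMSO and 100% = IFN-gamma with 300 µM nifuroxazide; values of inactives mirror those of a sister screen read the other way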
TNAP act hiacc = TNAP (human) activation, high acceptor; P05186; purified TNAP, CDP-star luminescence, 1 M DEA, 30 min; active compounds read high; 0 = EDTA background, 1 = DMSO-only activity; activation factor at 20 µM; 200,000 tested, under 10 active;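 active = activation factor at least 2 at 20 µM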
Target sequence (P05186 whole entry, looked up): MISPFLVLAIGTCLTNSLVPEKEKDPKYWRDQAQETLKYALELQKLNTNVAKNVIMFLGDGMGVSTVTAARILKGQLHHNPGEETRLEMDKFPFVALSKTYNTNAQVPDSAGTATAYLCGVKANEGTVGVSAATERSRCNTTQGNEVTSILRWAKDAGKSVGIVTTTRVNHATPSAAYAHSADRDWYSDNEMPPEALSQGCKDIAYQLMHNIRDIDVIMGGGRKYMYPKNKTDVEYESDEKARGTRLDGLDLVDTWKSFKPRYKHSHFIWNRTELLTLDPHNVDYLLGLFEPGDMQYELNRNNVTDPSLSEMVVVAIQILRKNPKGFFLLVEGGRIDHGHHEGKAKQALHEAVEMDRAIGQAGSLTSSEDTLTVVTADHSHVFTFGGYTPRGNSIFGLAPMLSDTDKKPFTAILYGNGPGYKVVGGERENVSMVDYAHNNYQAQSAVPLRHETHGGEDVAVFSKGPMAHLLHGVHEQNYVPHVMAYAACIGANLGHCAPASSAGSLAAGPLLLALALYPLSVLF
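Measured by: Luminescent substrate turnover signal | Test system: Human TNAP | Input: TNAP 1/800 final | Dosing: 20 µM single point | Schedule: 30 min, room temperature | Controls: EDTA wells as negative control, DMSO wells as positive control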
PPARg SRC3 recr = agonists of human PPARgamma SRC-3 coactivator recruitment; P37231; biochemical PPARgamma/SRC-3 coactivator recruitment assay; activation, % at 8 µM; hit rate 0.26% among 200,000; AID 731; in the data active = activation above about 23%;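 note: 0% = DMSO and 100% = reference agonist; some compounds past the cut are filed as inactive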
TR-FRET SRC-2 ct = counter-screen for PPARgamma SRC-2 recruitment agonists: TR-FRET artefact. active compounds read high. TR-FRET ratio at 8 µM. hit rate 0.4% among 200,000; in the data active = TR-FRET ratio above about 2000; note: inactives centre near 1500
STAT3 act = activators of IL-6 induced STAT3 signaling. U3A cells, IL-6 STAT3-luciferase reporter, luminescence; 100% = signal with IL-6 EC80 alone. hit rate 0.91% among 190,000. AID 871. activation (% of control), % at 5.6 µM;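 active = activation above the screen-wide mean of compound activation plus 3 SD, cut at about 130% in these data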;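 note: 0% = background luminescence of wells with medium and substrate only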
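Material: STAT3-luciferase reporter U3A cells; Probe or stimulus: IL-6 (33 ng/mL); Incubation: compound pre-incubation 1 h before IL-6, then 6 h stimulation at 37 °C; Technique: luminescence from STAT3-driven luciferase reporter; Evaluation: % activation versus median of IL-6-stimulated wells; Controls: IL-6-only high control.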
bIAP activator = increases bovine intestinal alkaline phosphatase activity; purified bovine IAP, CDP-star luminescence, 30 min; active compounds read high; fold of DMSO-control signal, blank-subtracted; activation factor at 20 µM; hit rate 0.17% among 200,000; AID 1016;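 active = activation factor of 2 or more at 20 µM, a signal rise over negative controls twice the positive control's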
STAT3 blocker = STAT3 signaling inhibition; U3A cells, IL-6 STAT3-luciferase reporter, luminescence; host cell line lacks STAT1; inhibition, % at 5.5 µM; hit rate 0.89% among 190,000;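 active = inhibition above the mean inhibition across all screened compounds plus 3 SD, cut at about 44% in these data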;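 note: 0% = DMSO only wells and 100% = 100 µM nifuroxazide control wells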
ROMK mod = modulates human ROMK potassium channel activity; P48048; Tet-inducible ROMK, thallium flux fluorescence; actives lie on both sides; B-score at 10 µM; hit rate 2% among 130,000;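 active = signal ratio slope over the read window, or its plate-corrected B-score, at least 3 SD from the plate mean, either direction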;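 note: B-score of the F/F0 ratio slope over 7 to 12 s after thallium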
The depositor's hits bear a star; . = no result given.

SMILES	PPARg SRC-2 ag	bIAP inhibitor	PPARg SRC-1 ag	STAT1 blocker	TNAP act hiacc	PPARg SRC3 recr	TR-FRET SRC-2 ct	STAT3 act	bIAP activator	STAT3 blocker	ROMK mod
CCOC(=O)C1(CCOc2ccccc2)CCN(Cc2cnc(C)s2)CC1	-2	-29	10	7	1	3	1595	99	1.3	6	-0.97
Cn1nc(C(=O)NCCN2CCOCC2)c2ccccc2c1=O	0	-1	-3	2	1	12	1523	102	1	2	.
O=c1nc2n(c3sc4c(c13)CCCC4)C(CBr)CS2 (centres undefined)	4	6	-3	4	1.1	8	1631	97	0.9	7	.
COc1ccc(OC)c(C(=O)CSc2nnc(Cc3cccs3)n2CCc2ccccc2)c1	7	-17	2	-3	1	-1	1729	104	1.2	0	.
Cc1ccc(-c2cc(C(=O)NN=C3CCCC3)c3ccccc3n2)cc1	3	6	6	-3	1	-6	1610	98	0.9	7	.
C[C@]12CC[C@@H]3c4ccc(O)cc4CC[C@H]3[C@@H]1CCC2=O	0	-3	6	-4	1	-4	1465	100	1	2	-1.2
CCOC(=O)Cn1ncc(-c2ccccc2)c1N	3	4	-2	-5	1.1	1	1412	102	1	2	.
CC1CC(C)CN(CC(=O)N2CCc3[nH]c4ccccc4c3C2)C1 (centres undefined)	8	-13	5	2	1.1	-5	1477	102	1.1	0	.
Cc1cc(-c2n[nH]c(=S)n2/N=C/c2sccc2C)n[nH]1	2	13	3	-3	1	2	1579	108	0.9	-6	.
COc1ccc(C)cc1NC(=O)c1cnc2n(c1=O)CCS2	8	9	2	-9	1	-8	1431	96	0.9	8	-0.33
Nc1cc(=O)[nH]c(SCC(=O)N2CCN(S(=O)(=O)c3ccc4ccccc4c3)CC2)n1	1	-17	8	11	1.1	3	1543	98	1.2	4	0.11
CC(=O)Oc1cc(C(C)C)c(OCCN(C)C)cc1C	3	7	15	3	1	3	1468	100	0.9	2	-0.64
COC(=O)c1nnn(-c2nonc2N)c1-c1cccs1	2	4	4	-4	1	-9	1621	104	1	-2	-1.7
Cn1c(N)c(C(=O)COC(=O)C2=COCCO2)c(=O)n(C)c1=O	-4	7	-1	2	1	3	1475	106	0.9	-4	.
Cc1ccc(CCNC(=O)C2CCN(c3nn4c(=O)cc(C)nc4s3)CC2)cc1	-6	-2	1	-6	1.1	0	1610	94	1	11	.
Cc1ccc(C)c(NC(=O)C(Sc2ncnc3ccccc23)c2ccccc2)c1 (centres undefined)	-12	6	-5	5	1	-4	1334	107	0.9	-6	.
CN(C)CCCN(Cc1cc2cc3c(cc2[nH]c1=O)OCO3)C(=S)NCc1ccco1	2	-2	5	0	1.1	4	1574	101	1	2	-0.13
O=[N+]([O-])c1nn(-c2ccc3c(c2)OCCO3)n(O)c1=Nc1ccc(Cl)cc1	2	4	-9	4	1	9	1395	70	1	39	0.94
COC(=O)c1ccccc1NC(=O)Nc1cccnc1	0	11	9	3	1	4	1521	113	0.9	-11	.
COc1cc(/C=C(/C(=O)c2cccs2)c2nc3ccccc3[nH]2)ccc1O	12	38	8	5	0.7	16	1476	136*	0.6	-41	.
CC(C)(C)CC(C)(C)c1ccc(O)c(CN2CCN(CCC#N)CC2)c1	2	5	8	2	1	-1	1403	99	1	2	0.72
COc1ccc(-c2nn(-c3ccccc3)cc2C(=O)NC(=S)NNC(=O)c2ccncc2)cc1	2	-12	9	11	1	4	1630	98	1.1	11	0.041
CCn1c(=S)sc2nc(C)sc21	-4	.	1	0	.	-5	1614	108	.	-5	.
O=[N+]([O-])c1ccc(Oc2ccc(S(=O)(=O)Nc3ccccc3)cc2)cc1	-16	-2	-4	9	1	-4	1432	82	1	21	.
Cc1cc(NC(=O)c2sc(Nc3cccc(C(F)(F)F)c3)nc2N)no1	0	20	-2	-7	1.1	-5	1715	91	0.8	16	.
CCn1c(=O)c2cc(S(=O)(=O)NCCOc3ccccc3)ccc2n(CC)c1=O	8	11	1	1	1.1	9	1538	96	0.9	8	0.39
c1ccc(-c2ccc(-c3cnc4n3CCCCC4)cc2)cc1	0	-17	-7	-18	1	-2	1419	90	1.2	12	-0.29
CCOC(=O)c1ccc(NC(=O)CNC(=O)C2CCCCC2)cc1	2	14	9	4	1	-5	1585	100	0.9	10	.
CCOC(=O)C(Cc1ccc(OC)c([N+](=O)[O-])c1)NC(=O)CCC(=O)Nc1ccc(C)cc1 (centres undefined)	3	0	8	10	1.1	1	1776	97	1	5	-1.6
CC(C)(C)NC(=O)CC1C(=O)NCCN1Cc1c(F)cccc1Cl (centres undefined)	-1	7	6	-1	1.1	-2	1654	109	0.9	-6	0.56
Cn1cc(CNCCCn2ncc3ccccc32)c(-c2ccccc2F)n1	9	-3	12	10	1.1	6	1919	95	1	16	-0.74
C=CCSc1nc2ccccc2[nH]1	-4	-10	-6	-10	1	-2	1479	102	1.1	1	.
CC(NC(=O)C12CC3CC(CC(C3)C1)C2)C(=O)N/N=C/C1=C(N2CCOCC2)C(=C\c2ccccc2)/CC1 (centres undefined)	-3	17	7	1	1	-1	1448	90	0.8	15	-0.029
COc1ccc(C(=O)C23CC4CC(C2)CC(C(=O)c2ccc(OC)cc2)(C4)C3)cc1	1	8	5	1	1	-3	1572	94	0.9	18	-0.76
COCCOC(=O)C1=C(C)NC2=C(C(=O)CC(c3cccs3)C2)C1c1ccsc1 (centres undefined)	2	5	8	-3	1	1	1615	98	0.9	12	.
CC(CC(=O)Nc1cccnc1)c1ccccc1 (centres undefined)	7	4	6	-14	1.1	1	1573	96	1	10	0.62
CCc1nnc(NC(=O)c2ccc(-c3cc(C(F)(F)F)ccc3Cl)o2)s1	5	10	2	9	1	2	1494	100	0.9	7	0.41
CCc1ccc(C2=CC(c3cc(Br)ccc3F)n3ncnc3N2)cc1 (centres undefined)	6	-6	3	-12	1	-15	1604	86	1.1	20	.
Cc1cccc(NC(=O)NNC(=O)c2cc3ccccc3cc2O)c1C	-1	-16	2	-3	1	0	1468	103	1.2	1	-0.11
COc1ccccc1NC(=S)N1CCN(C(c2ccccc2)c2ccccc2)CC1	-1	-25	0	-7	1.1	2	1541	98	1.3	13	-0.34
O=C(Nc1ncn[nH]1)C(F)(F)C(F)F	1	-19	3	-11	1	1	1393	102	1.2	-1	.
C=CCc1ccccc1OCC(=O)N/N=C/c1ccccc1OCC	4	10	3	-2	1	1	1416	96	0.9	3	0.62
CCOc1ccc(-c2nc(C#N)c(NCC(C)C)o2)cc1	8	16	5	-2	1.1	-1	1550	81	0.8	23	0.034
COc1ccc(-n2cnnc2SCC(=O)Nc2cccc([N+](=O)[O-])c2)cc1	0	8	2	5	1.1	5	1470	95	0.9	10	-0.083
CCCC(O)(CCC)C(=O)NN(C(=O)CCl)c1cccc(C)c1	1	-19	-2	9	1	2	1668	83	1.2	18	1.3
COc1c(Cl)cc(Cl)cc1C(=O)Nc1ccc(C(=O)O)cc1	0	8	7	-4	1	1	1482	101	0.9	0	0.034
CC(C)c1ccc(/C=N/NC(=O)c2cccc(Cl)c2)cc1	5	0	9	-95	1	1	1471	108	1	-4	2.7
Cc1ccccc1N1C(=O)c2ccccc2N2C(=O)c3ccccc3C12 (centres undefined)	0	0	6	5	1	7	1499	97	1	5	.
O=C(/C=C/c1cccc2ccccc12)NCCC1=CCCCC1	2	36	-1	-18	1	-1	1584	98	0.6	10	-0.3
CCc1c(C)nc2[nH]nc(NC(=O)C(F)(F)F)n2c1=O	5	3	0	-9	1	-5	1440	110	1	-11	1

An excerpt from above in order of SMILES length, low to high:
SMILES	PPARg SRC-2 ag	bIAP inhibitor	PPARg SRC-1 ag	STAT1 blocker	TNAP act hiacc	PPARg SRC3 recr	TR-FRET SRC-2 ct	STAT3 act	bIAP activator	STAT3 blocker	ROMK mod
CC(CC(=O)Nc1cccnc1)c1ccccc1 (centres undefined)	7	4	6	-14	1.1	1	1573	96	1	10	0.62
O=C(Nc1ncn[nH]1)C(F)(F)C(F)F	1	-19	3	-11	1	1	1393	102	1.2	-1	.
CCOc1ccc(-c2nc(C#N)c(NCC(C)C)o2)cc1	8	16	5	-2	1.1	-1	1550	81	0.8	23	0.034
O=C(/C=C/c1cccc2ccccc12)NCCC1=CCCCC1	2	36	-1	-18	1	-1	1584	98	0.6	10	-0.3
CC(C)c1ccc(/C=N/NC(=O)c2cccc(Cl)c2)cc1	5	0	9	-95	1	1	1471	108	1	-4	2.7
CCc1c(C)nc2[nH]nc(NC(=O)C(F)(F)F)n2c1=O	5	3	0	-9	1	-5	1440	110	1	-11	1
COc1c(Cl)cc(Cl)cc1C(=O)Nc1ccc(C(=O)O)cc1	0	8	7	-4	1	1	1482	101	0.9	0	0.034
CCc1ccc(C2=CC(c3cc(Br)ccc3F)n3ncnc3N2)cc1 (centres undefined)	6	-6	3	-12	1	-15	1604	86	1.1	20	.
Cc1ccccc1N1C(=O)c2ccccc2N2C(=O)c3ccccc3C12 (centres undefined)	0	0	6	5	1	7	1499	97	1	5	.
COc1ccccc1NC(=S)N1CCN(C(c2ccccc2)c2ccccc2)CC1	-1	-25	0	-7	1.1	2	1541	98	1.3	13	-0.34
CCc1nnc(NC(=O)c2ccc(-c3cc(C(F)(F)F)ccc3Cl)o2)s1	5	10	2	9	1	2	1494	100	0.9	7	0.41
COc1ccc(-n2cnnc2SCC(=O)Nc2cccc([N+](=O)[O-])c2)cc1	0	8	2	5	1.1	5	1470	95	0.9	10	-0.083
COCCOC(=O)C1=C(C)NC2=C(C(=O)CC(c3cccs3)C2)C1c1ccsc1 (centres undefined)	2	5	8	-3	1	1	1615	98	0.9	12	.
COc1ccc(C(=O)C23CC4CC(C2)CC(C(=O)c2ccc(OC)cc2)(C4)C3)cc1	1	8	5	1	1	-3	1572	94	0.9	18	-0.76
CC(NC(=O)C12CC3CC(CC(C3)C1)C2)C(=O)N/N=C/C1=C(N2CCOCC2)C(=C\c2ccccc2)/CC1 (centres undefined)	-3	17	7	1	1	-1	1448	90	0.8	15	-0.029
